# Bioassay records (PubChem)
# LEDGF integ inh – blocks HIV-1 LEDGF/p75-dependent DNA integration. TR-FRET IN-LEDGF/p75 DNA integration, Eu/Cy5. inhibition, % at 3.7 µM. actives 0.64% (n = 370,000);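 active = inhibition above the screen-wide mean plus 3 SD, cut at about 13% in these data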;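 note: signal is the Cy5 over europium emission ratio at 671 and 618 nm; 0% = plate median of compound wells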
# UHRF1 binding – blocks human UHRF1 binding to methylated DNA | UHRF1 binding to methylated oligo, TR-FRET | Q96T88 | actives 0.75% (n = 370,000) | inhibition, % at 4.4 µM; in the data active = inhibition above about 21%;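 note: UHRF1 SRA domain binding a hemimethylated CpG hairpin DNA probe; 0% = median of test compound wells and 100% = reference inhibitor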
# TCR CD3 inh – inhibitors of human TCR-CD3 interaction; TAMRA-labeled TCR probe fluorescence, biochemical; inhibition, % at 9.4 µM; actives 0.37% (n = 360,000); in the data active = inhibition above about 19%;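 note: recombinant mutant TCR 2C K166C tagged with TAMRA read by polarization; 0% = receptor in buffer alone and 100% = receptor with positive control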
# SIAE primary – human SIAE inhibition, primary screen | inhibition, % at 9.66 µM | SIAE FP-Rh probe binding, fluorescence polarization | Q9HAT2 | actives 0.69% (n = 370,000);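 active = inhibition above a cutoff: mean of compounds within the control limits plus 3 SD of those, cut at about 17% in these data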;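 note: 0% = plate median of compound wells and 100% = probe without SIAE protein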
# Target sequence (Q9HAT2 whole entry, looked up): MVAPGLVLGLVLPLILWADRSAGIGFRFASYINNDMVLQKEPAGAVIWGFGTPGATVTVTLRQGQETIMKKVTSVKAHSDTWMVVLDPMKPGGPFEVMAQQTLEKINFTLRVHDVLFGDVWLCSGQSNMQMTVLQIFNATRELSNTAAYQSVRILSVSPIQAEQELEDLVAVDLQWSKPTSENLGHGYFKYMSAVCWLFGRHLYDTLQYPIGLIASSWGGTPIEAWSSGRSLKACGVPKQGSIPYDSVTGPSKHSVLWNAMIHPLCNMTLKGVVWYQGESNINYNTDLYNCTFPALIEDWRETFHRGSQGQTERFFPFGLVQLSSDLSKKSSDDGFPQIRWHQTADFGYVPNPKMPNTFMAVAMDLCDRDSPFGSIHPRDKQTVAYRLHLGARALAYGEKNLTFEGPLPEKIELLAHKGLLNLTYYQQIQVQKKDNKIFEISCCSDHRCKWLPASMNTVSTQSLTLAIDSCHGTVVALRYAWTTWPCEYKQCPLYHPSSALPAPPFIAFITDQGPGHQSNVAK
# Tn7 DDE FP – inhibitors of Tn7 peptide binding to human fibrin DD(E). P02675. FP displacement of FITC-Tn7 peptide from fibrin DD(E); 0% = median of compound wells per plate. inhibition, % at 8.3 µM. actives 0.13% (n = 370,000). AID 720508;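 active = inhibition above the mean of compounds falling within the control limits plus 3 SD of them, cut at about 14% in these data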;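 note: 0% = plate median of compound wells and 100% = 10 µM Aha-Tn7 peptide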
#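 assay system = human clot-derived fibrin DD(E) complex | quantity = Fibrin-DD(E) at 2 µM final | timing = 10 min preincubation, 3 h with tracer, room temperature | signal = fluorescence polarization | measure = percent inhibition | benchmarks = high control wells with 10 µM unlabelled Aha-Tn7 peptide (full inhibition) | replicates = singlicate testing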
# KLK7 zymogen act – activators of human kallikrein-7 zymogen; actives 0.9% (n = 370,000); purified proKLK7, EDANS-DABCYL substrate fluorescence; 100% is mature enzyme control, 0% vehicle; AID 652039; activation, % at 7 µM; P49862;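 active = activation above the mean of all tested compounds plus 3 SD, computed per campaign excluding outliers beyond control limits, cut at about 13% in these data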
# Tn6 DDE FP – inhibitors of Tn6 peptide binding to human fibrin DD(E) | P02675 | Fibrin DD(E) TRITC-Tn6 fluorescence polarization displacement | AID 720509 | inhibition, % at 8.3 µM | actives 0.21% (n = 370,000);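 active = inhibition above a per-campaign cutoff: mean of compounds within control limits plus 3 SD, cut at about 15% in these data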;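 note: 0% = median of all compound wells on the plate and 100% = blocking peptide control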
# TDP2 inh – TDP2 (human) inhibition, absorbance primary screen; inhibition, % at 12.8 µM; AID 720702; O95551; actives 0.34% (n = 370,000); recombinant TDP2, T5PNP hydrolysis, p-nitrophenol absorbance 415 nm;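 active = inhibition above the mean of all tested compounds plus 3 SD, set per campaign, cut at about 25% in these data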;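 note: 0% = DMSO with enzyme and 100% = buffer with substrate but no TDP2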
# Target sequence (O95551 whole entry, looked up): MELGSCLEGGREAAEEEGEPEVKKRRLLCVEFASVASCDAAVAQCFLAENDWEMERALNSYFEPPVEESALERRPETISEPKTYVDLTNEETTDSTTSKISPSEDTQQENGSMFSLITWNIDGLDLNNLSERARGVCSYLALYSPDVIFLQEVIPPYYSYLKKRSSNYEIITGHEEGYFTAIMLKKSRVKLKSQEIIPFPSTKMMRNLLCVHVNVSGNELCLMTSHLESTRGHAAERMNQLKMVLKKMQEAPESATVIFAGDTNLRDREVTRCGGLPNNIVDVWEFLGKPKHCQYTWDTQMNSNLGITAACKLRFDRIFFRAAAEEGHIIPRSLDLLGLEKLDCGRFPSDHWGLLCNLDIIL
#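 Test system: human TDP2 enzyme; Input: 120 nM TDP2 per well; Buffer or medium: Mg2+-containing Tris-HCl buffer, pH 7.5; Reagent: 5 mM T5PNP; Dosing: 12.8 µM single point, 1% DMSO; Incubation: reaction 2 h, 37 °C; Detection: p-Nitrophenol epi absorbance; Read-out: % inhibition relative to enzyme-containing and enzyme-free wells; Replicates: single well per compound.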
# PRMT1 inh – PRMT1 (human) inhibition, primary screen; actives 1.3% (n = 370,000); recombinant PRMT1, activity-based probe fluorescence polarization; Q99873; AID 652257; inhibition, % at 2.79 µM;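 active = inhibition above about 21% made by adding two undisclosed values, limit read from the data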
# MBD2 DNA inh – inhibitors of human MBD2 binding to methylated oligonucleotide. actives 0.31% (n = 370,000). Q9UBB5. inhibition, % at 4.4 µM. TR-FRET; in the data active = inhibition above about 13%
# * = called active by the depositor.
SMILES,LEDGF integ inh,UHRF1 binding,TCR CD3 inh,SIAE primary,Tn7 DDE FP,KLK7 zymogen act,Tn6 DDE FP,TDP2 inh,PRMT1 inh,MBD2 DNA inh
c1ccc(-c2nnc(NC3=NCCC3)o2)cc1,-4,10,-1,4,5,-0.3,-8,0,0,-1
O=C(Cc1ccccc1[N+](=O)[O-])NCCc1ccc(F)cc1,-1,-1,10,-4,0,0.0,0,2,-2,2
COCC(C)n1c(SCC(=O)NC2CCCCC2C)nc2ccccc2c1=O (configuration not stated),-4,0,-2,1,-3,-0.1,-1,3,-3,-2
COc1ccc(NS(=O)(=O)c2cccc(C(=O)NNC(=O)CNC(=O)c3ccccc3F)c2)cc1,2,-2,7,0,-9,0.2,-1,-14,-4,-5
O=C(Cc1ccc(F)cc1)OCC(=O)c1cc2ccccc2o1,1,1,-12,-1,2,0.7,0,7,-2,9
O=C(N=C1SC2CS(=O)(=O)CC2N1c1ccccc1C(F)(F)F)C1CCCO1 (configuration not stated),7,-1,4,-7,-4,-0.1,4,-13,-2,-2
Cc1ccc(CNC(=O)C(=O)NCC2CCCO2)cc1 (configuration not stated),-2,1,0,1,-4,-0.4,-1,-2,-2,1
Cc1ccc(O)c(C2=Nc3ccccc3N=C(c3ccc([N+](=O)[O-])cc3)C2)c1,-1,2,2,0,3,0.0,-2,4,-2,3
CC1(c2nnnn2Cc2ccccc2)CCC(=O)N1c1ccc(N2CCOCC2)cc1 (configuration not stated),-5,13,-8,1,6,-1.0,-5,3,2,6
CC(=O)N1c2ccc(S(=O)(=O)NC(CC(=O)O)c3ccc(Br)cc3)cc2CC1C (configuration not stated),-1,2,0,-6,10,0.7,-2,3,-2,3
COc1ccc(/C(N)=N/OC(=O)c2cccc([N+](=O)[O-])c2C)cc1,1,0,4,-5,-1,-0.3,5,-5,0,0
CCOC(=O)C1CCN(C(=O)C2CCC(=O)N(Cc3cccc(C(F)(F)F)c3)C2)CC1 (configuration not stated),-1,2,6,16,-4,-0.5,9,4,-3,-3
CC(=O)Nc1ccc2c(c1)nc1n2CCN(C2CCCCC2)C1,3,-2,2,-3,6,8.3,-2,11,5,1
C#CCOCCOCCOCCNc1nc(N2CCN(C(=O)[C@H](CO)n3cc([C@@H](N)C(C)C)nn3)CC2)nc(N2CCN(C(=O)[C@H](CCCCN)n3cc([C@@H](N)[C@H](C)CC)nn3)CC2)n1,0,6,5,0,0,-0.5,-2,-10,0,-5
Cc1c(Cl)c([N+](=O)[O-])nn1CCCC(=O)Nc1ccc(Cl)cc1Cl,1,-3,-1,1,-4,-0.3,-3,3,3,0

# One compound at a time (already shown):
# `COc1ccc(NS(=O)(=O)c2cccc(C(=O)NNC(=O)CNC(=O)c3ccccc3F)c2)cc1` as listed: LEDGF integ inh = 2; UHRF1 binding = -2; TCR CD3 inh = 7; SIAE primary = 0; Tn7 DDE FP = -9; KLK7 zymogen act = 0.2; Tn6 DDE FP = -1; TDP2 inh = -14; PRMT1 inh = -4; MBD2 DNA inh = -5
# `O=C(Cc1ccccc1[N+](=O)[O-])NCCc1ccc(F)cc1` as listed: LEDGF integ inh = -1; UHRF1 binding = -1; TCR CD3 inh = 10; SIAE primary = -4; Tn7 DDE FP = 0; KLK7 zymogen act = 0.0; Tn6 DDE FP = 0; TDP2 inh = 2; PRMT1 inh = -2; MBD2 DNA inh = 2

# Carrying on:
SMILES,LEDGF integ inh,UHRF1 binding,TCR CD3 inh,SIAE primary,Tn7 DDE FP,KLK7 zymogen act,Tn6 DDE FP,TDP2 inh,PRMT1 inh,MBD2 DNA inh
CCc1ccc(Oc2coc3cc(O)ccc3c2=O)cc1,-4,2,-10,-9,-5,-25,-2,-1,1,7
Cc1ccc(NS(=O)(=O)c2cc(OCC(N)=O)c(C)cc2Cl)cc1C,-1,-1,3,1,-1,0.9,5,4,0,-2
CCn1c(N2CCN(S(=O)(=O)c3ccc(OC)cc3)CC2)nc2ccccc21,-5,-2,3,1,0,-0.2,-1,9,-2,2
CCC(C)NS(=O)(=O)c1ccc(OCC(=O)NCc2ccc(OC)cc2)cc1 (configuration not stated),0,-1,-2,-4,-8,-0.2,4,5,6,4
Cc1nn(-c2ccccc2)c(N2CCCC2)c1/C=N/NC(=O)c1cc(-c2ccccn2)nc2ccccc12,1,-4,3,-7,4,-4.0,2,-3,-1,2
O=C(OC1CCOC1=O)c1ccc2ncsc2c1 (configuration not stated),-5,0,4,5,-4,-0.7,6,-8,39*,-5
CC(N=C1NS(=O)(=O)c2ccccc21)C(=O)NCc1ccncc1 (configuration not stated),-3,1,-4,6,-1,-0.3,-2,-4,2,-2
CC(=O)Nc1cccc(NC(=O)CSc2nnc3ccc(-c4cccnc4)nn23)c1,5,-2,5,-9,-4,0.2,-8,-15,-6,1
N#Cc1ccsc1NC(=O)COC(=O)c1cc(Br)ccc1O,-4,-20,-3,-13,0,3.5,-1,-11,6,-4
Cc1cccc(-n2ncc3c(NCc4ccccn4)ncnc32)c1,-1,1,3,-2,-1,0.3,-5,-16,6,8
O=C(COC(=O)c1cc(-c2ccc(F)cc2)nc2ccccc12)NCC1CCCO1 (configuration not stated),0,-5,2,-4,-4,-7.6,2,3,-1,-1
CCOC(=O)C1CCCN(C(=O)c2ccc(S(=O)(=O)Nc3ccccc3OC)cc2)C1 (configuration not stated),-5,0,-8,-5,6,-0.1,0,2,1,3
O=C(CN1C(=O)NC2(CCCC2)C1=O)Nc1ccccc1N1CCCC1,-5,-1,-2,13,0,0.2,-5,2,2,2
CCc1ccc(N/C(SCc2ccccc2C)=C(/C#N)C(=O)NCc2ccco2)cc1,0,-4,4,-4,12,-0.9,11,1,0,1
CCOc1cc(C(=S)N2CCOCC2)ccc1OS(=O)(=O)c1ccc(Br)cc1,-2,3,-10,5,-2,0.2,9,-3,3,2
O=C(CSc1ccc2nnc(-c3ccncc3)n2n1)Nc1ccc2c(c1)OCCO2,6,2,-5,0,-10,-0.4,3,-3,-1,-1
CCn1c(C)nc2cc(C(=O)NNC(=O)[C@@H](NC(=O)c3cc(OC)cc(OC)c3)C(C)C)ccc21,5,2,-2,-9,-3,0.9,2,-10,-1,-2
COc1ccc(C(=O)Nc2cc(C)ccc2NC(=O)COc2ccccc2)cc1,3,-1,11,-2,-7,-0.3,-7,0,4,3
Cn1c(-c2ccc3c(c2)OCO3)cc(=O)c2ccccc21,0,0,6,0,-2,8.8,-1,-16,2,3
Cc1cccc(C)c1NC(=O)CCCSc1nnc(-c2ccco2)n1-c1ccccc1,-2,-1,7,0,6,0.0,8,-6,0,0
CN(C(=O)[C@H]1O[C@@H](n2cnc(C(N)=O)n2)[C@H](O)[C@@H]1O)c1ccccc1,-6,1,3,1,-4,-0.2,0,-2,-2,-1
COc1cc2c(cc1OC)-c1cc(OCc3cccnc3)nc(=O)n1CC2,0,3,-8,-2,-1,61*,3,3,-3,1
CC1CCCC(C)N1C(=O)CSc1nc(N)cc(N)n1 (configuration not stated),2,-4,1,2,5,-0.1,9,-3,-1,-4
COc1ccc(C(=O)N[C@H](C(=O)Nc2nc3c(s2)CCCC3)C(C)C)cc1,3,-4,7,1,3,-0.4,0,-7,0,0
CN(Cc1nccn1C)C(=O)CC1C(=O)NCCN1Cc1ccccc1C(F)(F)F (configuration not stated),5,0,3,11,1,0.8,-4,1,-1,-1
C[C@H](NC(=O)c1nc[nH]c1C(=O)NC1CCN(C(=O)OC(C)(C)C)CC1)C(=O)OC(C)(C)C,1,0,5,7,-7,-0.3,2,1,0,-5
O=C(Cn1c(=O)oc2ccccc21)Nc1cccc(Cl)c1,-6,3,-5,-2,3,0.2,2,-12,5,0
CSc1nsc(SC)c1NC(=O)Nc1ccccc1C,-1,0,0,1,6,-0.2,-3,4,-1,3
COc1cc(C(=O)NCc2cc3cc(Cl)ccc3n2C)cc(OC)c1OC,-2,-1,10,-6,1,-0.4,-2,4,1,0
CCC(CC)C(=O)NCc1ccccc1OC,-3,4,3,5,4,-0.6,4,-12,-2,-1
COc1ccc2cc(S(=O)(=O)N3CCCCC3)ccc2c1S(=O)(=O)N1CCCCC1,1,-1,-4,1,9,-0.7,-3,13,1,2
COc1ccccc1NC(=O)COc1ccc(C(=O)NC2CCCc3ccccc32)cc1OC (configuration not stated),2,1,6,-4,1,0.2,-6,5,-4,-4
CC(=O)OC[C@H]1O[C@@H](Sc2cccc3cccnc23)[C@H](OC(C)=O)[C@@H](OC(C)=O)[C@H]1OC(C)=O,0,-16,-2,-5,-3,1.1,2,-4,2,-3
N#Cc1cccc(C(=O)OCC(=O)NCc2ccco2)c1,2,2,-2,1,-1,0.0,-12,-5,0,-2
CCc1nonc1NC(=O)c1oc2ccc(C)cc2c1C,2,0,1,1,1,-0.2,7,-13,-3,0
Cc1ccc(C)c(N2CCN(CCCc3ccccc3)CC2)c1,3,2,2,-10,6,0.2,-1,-10,1,9
O=C(NC1c2ccccc2-c2ccccc21)c1ccccc1,0,1,-2,-4,-6,-0.8,0,-1,-1,5

# Arranged by value in SIAE primary (rising): three from the list above
SMILES,LEDGF integ inh,UHRF1 binding,TCR CD3 inh,SIAE primary,Tn7 DDE FP,KLK7 zymogen act,Tn6 DDE FP,TDP2 inh,PRMT1 inh,MBD2 DNA inh
Cc1ccc(C)c(N2CCN(CCCc3ccccc3)CC2)c1,3,2,2,-10,6,0.2,-1,-10,1,9
CC(=O)OC[C@H]1O[C@@H](Sc2cccc3cccnc23)[C@H](OC(C)=O)[C@@H](OC(C)=O)[C@H]1OC(C)=O,0,-16,-2,-5,-3,1.1,2,-4,2,-3
COc1ccc2cc(S(=O)(=O)N3CCCCC3)ccc2c1S(=O)(=O)N1CCCCC1,1,-1,-4,1,9,-0.7,-3,13,1,2

# 6 compounds picked at random from those above:
SMILES,LEDGF integ inh,UHRF1 binding,TCR CD3 inh,SIAE primary,Tn7 DDE FP,KLK7 zymogen act,Tn6 DDE FP,TDP2 inh,PRMT1 inh,MBD2 DNA inh
Cc1ccc(C)c(N2CCN(CCCc3ccccc3)CC2)c1,3,2,2,-10,6,0.2,-1,-10,1,9
CCc1nonc1NC(=O)c1oc2ccc(C)cc2c1C,2,0,1,1,1,-0.2,7,-13,-3,0
O=C(NC1c2ccccc2-c2ccccc21)c1ccccc1,0,1,-2,-4,-6,-0.8,0,-1,-1,5
COc1ccc2cc(S(=O)(=O)N3CCCCC3)ccc2c1S(=O)(=O)N1CCCCC1,1,-1,-4,1,9,-0.7,-3,13,1,2
CC(=O)OC[C@H]1O[C@@H](Sc2cccc3cccnc23)[C@H](OC(C)=O)[C@@H](OC(C)=O)[C@H]1OC(C)=O,0,-16,-2,-5,-3,1.1,2,-4,2,-3
COc1ccccc1NC(=O)COc1ccc(C(=O)NC2CCCc3ccccc32)cc1OC (configuration not stated),2,1,6,-4,1,0.2,-6,5,-4,-4
